High-throughput results as filed in PubChem BioAssay.
MCF10A rereplic: DNA re-replication induction in MCF 10a cells; MCF 10A DNA re-replication, Hoechst nuclear intensity, 48 h; AID 624296; Potency, µM (titrated, usually from 46.1 µM), for the others: at the highest dose activity, positive = re-replication, usual class: activators; actives 2.9% (n = 350,000); note: potency is the fitted concentration of half-maximal effect; % of control where 0% means no effect; nearly all actives have a fitted effect of over 50% in size
HT1080-NT tox: kills 2HG-producing HT-1080-NT fibrosarcoma cells | HT-1080-NT fibrosarcoma viability, CellTiter-Glo ATP luminescence, 48 h | Potency, µM (series often up to 46.1 µM), inactives show top-dose activity, negative = less viability, usual class: cytotoxic | actives 1.6% (n = 360,000);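 note: NT is the 2HG producing partner of a matched IDH1 knockdown line; potency is the fitted concentration of half-maximal effect; 0% = DMSO-treated cells and -100% = media-only wells without cells; nearly all actives have a fitted effect of over 55% in size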
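Toxicity toward the 2HG-producing NT line was scored as %Activity, normalised to DMSO and no-cell wells, from CellTiter-Glo luminescence after 48 hours' treatment.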
IL1B secr inh: blocks inflammasome-driven IL-1 beta release. activity change, % at 57.5 µM. THP-1 LPS/ATP IL-1B secretion, AlphaLISA, 16 h; stronger effect = lower value. AID 743279. actives 4.7% (n = 360,000); in the data active = activity change below about -50%; inconclusive = mostly about -30% to -49%; note: % is set by controls: 0 for no effect and ±100 for the full control effect
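Secreted IL-1B measured by AlphaLISA bead assay after 16 h compound exposure of THP-1 cells; compounds (final up to 57.5 uM) added 1 h before LPS (250 ng/mL) and ATP (1.25 mM) stimulation; lower signal means less secretion.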
SW480 rerep: inducers of DNA re-replication in SW480 colon cancer cells. SW480 DNA re-replication, Hoechst DNA content imaging, 48 h. Potency, µM (series often up to 46.1 µM), without a hit: at the highest dose re-replication activation, usual class: activators. actives 1.8% (n = 340,000). AID 624297; note: potency is the fitted concentration of half-maximal effect; % of control where 0% means no effect; nearly all actives have a fitted effect of over 55% in size
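Quantitative HTS format with DMSO vehicle controls; 48 hr drug incubation at 37 C, then 40 min Hoechst staining and scanning imager measurement at 405 nm excitation.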
KB-3-1 cytotox: KB-3-1 parental cell cytotoxicity | KB-3-1 viability, CellTiter-Glo ATP luminescence, 72 h | Potency, µM (titrated, usually from 46.1 µM), for inactives: at the highest dose activity change, negative = cytotoxic, actives largely listed as cytotoxic | actives 1.4% (n = 400,000) | AID 1347075; note: potency is the fitted concentration of half-maximal effect; % is set by controls: 0 for no effect and ±100 for the full control effect; nearly all actives have a fitted effect of over 60% in size
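Parental KB-3-1 adenocarcinoma cells in phenol-red-free DMEM with 10% FBS were pin-treated with compounds at several concentrations, incubated 72 h at 37 °C, and viability read by CellTiter-Glo luminescence; concentration-effect curves were fitted after normalization.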
ATXN2 expr inh: reduces ATXN2 reporter expression in HEK-293 cells; HEK-293 ATXN2-luciferase reporter, luminescence, 24 h; Potency, µM (series often up to 57 µM), inactives show at the top dose activity change, negative = inhibition, actives largely listed as inhibitors; actives 0.72% (n = 360,000); AID 1745845; note: potency is the fitted concentration of half-maximal effect; % is set by controls: 0 for no effect and ±100 for the full control effect; nearly all actives have a fitted effect of over 55% in size
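qHTS (up to 57 uM final) was run with 24 h compound exposure of reporter cells at 37 °C. Each well was multiplexed: SteadyGlo luminescence measured ATXN2-luciferase expression after a fluorogenic Gly-Phe-AFC viability readout (25 uM final).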
HT1080 IDH1KD tx: kills HT-1080 cells with IDH1 knockdown; HT-1080 IDH1 knockdown viability, ATP luminescence, 48 h; Potency, µM (doses to about 46.1 µM), without a hit: top-dose activity, negative = toxicity, most hits filed as cytotoxic; actives 2% (n = 360,000); AID 686971;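 note: potency is the fitted concentration of half-maximal effect; 0% = DMSO wells and -100% = cell-free medium wells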
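After a 2 h attachment period, IDH1KD HT-1080 cells took pin-transferred compound for 48 h at 37 °C; ATP-based luminescence after 10 min room-temperature reagent incubation reported viability.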
WRN helicase inh: inhibitors of human WRN helicase; Q14191; WRN helicase unwinding, fluorescent forked duplex, kinetic; Potency, µM (highest dose often 114 µM), without a hit: at the top dose activity change, negative = inhibition, most hits filed as inhibitors; actives 0.46% (n = 360,000); note: potency is the fitted concentration of half-maximal effect; % is set by controls: 0 for no effect and ±100 for the full control effect; nearly all actives have a fitted effect of over 55% in size
Target sequence (Q14191 whole entry, looked up): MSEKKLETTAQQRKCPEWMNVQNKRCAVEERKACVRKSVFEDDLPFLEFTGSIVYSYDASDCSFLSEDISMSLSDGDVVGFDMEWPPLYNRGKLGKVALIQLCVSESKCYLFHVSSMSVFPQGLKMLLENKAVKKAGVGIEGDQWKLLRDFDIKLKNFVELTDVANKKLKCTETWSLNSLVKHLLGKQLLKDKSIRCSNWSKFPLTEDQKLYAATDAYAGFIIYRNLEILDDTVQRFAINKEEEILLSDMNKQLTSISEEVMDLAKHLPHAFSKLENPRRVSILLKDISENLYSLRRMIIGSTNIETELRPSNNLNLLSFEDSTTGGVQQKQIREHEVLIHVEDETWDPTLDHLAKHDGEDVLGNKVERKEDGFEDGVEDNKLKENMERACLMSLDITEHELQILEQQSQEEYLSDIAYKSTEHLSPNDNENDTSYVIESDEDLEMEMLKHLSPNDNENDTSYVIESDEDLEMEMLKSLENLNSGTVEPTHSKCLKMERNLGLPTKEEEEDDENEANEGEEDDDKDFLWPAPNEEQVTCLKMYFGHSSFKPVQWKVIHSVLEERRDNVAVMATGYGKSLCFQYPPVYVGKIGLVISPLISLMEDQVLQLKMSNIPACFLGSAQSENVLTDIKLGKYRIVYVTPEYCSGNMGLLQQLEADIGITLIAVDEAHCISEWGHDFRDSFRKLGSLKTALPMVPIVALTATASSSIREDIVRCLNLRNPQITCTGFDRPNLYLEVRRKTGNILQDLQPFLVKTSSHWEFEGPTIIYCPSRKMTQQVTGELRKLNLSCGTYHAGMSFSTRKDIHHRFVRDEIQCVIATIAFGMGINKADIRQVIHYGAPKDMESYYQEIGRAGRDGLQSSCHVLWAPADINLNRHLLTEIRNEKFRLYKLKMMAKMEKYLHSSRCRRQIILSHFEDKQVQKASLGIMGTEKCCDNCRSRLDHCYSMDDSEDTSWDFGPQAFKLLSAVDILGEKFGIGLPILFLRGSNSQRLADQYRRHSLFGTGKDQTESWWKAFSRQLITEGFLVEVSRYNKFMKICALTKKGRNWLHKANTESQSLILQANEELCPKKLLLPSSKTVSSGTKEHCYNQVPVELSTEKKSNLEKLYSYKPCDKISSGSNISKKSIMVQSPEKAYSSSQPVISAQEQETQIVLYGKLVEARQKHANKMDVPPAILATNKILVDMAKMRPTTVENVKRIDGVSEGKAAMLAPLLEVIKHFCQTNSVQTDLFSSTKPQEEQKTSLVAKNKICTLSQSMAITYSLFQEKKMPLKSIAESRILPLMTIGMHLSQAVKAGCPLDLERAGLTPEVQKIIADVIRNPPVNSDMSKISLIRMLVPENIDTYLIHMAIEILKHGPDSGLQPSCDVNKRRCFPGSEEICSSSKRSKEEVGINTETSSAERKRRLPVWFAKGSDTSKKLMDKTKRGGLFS
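Screening of the MLSMR collection measured strand separation of a quenched forked DNA duplex (100 nM) by 20 nM WRN with 2 mM ATP, all final. Compounds were preincubated with enzyme 15 min at room temperature.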
KB-V1 MDR tox: kills drug-selected multidrug resistant KB-V1 cells. Potency, µM (series often up to 46.1 µM), inactives show at the highest dose activity change, negative = cytotoxicity, usual class: cytotoxic. KB-V1 MDR cells viability, CellTiter-Glo, 72 h. AID 1347076. actives 3.4% (n = 400,000); note: potency is the fitted concentration of half-maximal effect; % is set by controls: 0 for no effect and ±100 for the full control effect; nearly all actives have a fitted effect of over 60% in size
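Cells of the MDR subline KB-V1 are plated, dosed with compound at multiple concentrations, and incubated 72 h at 37 degrees C; CellTiter-Glo is then added and luminescence read after 10 min.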
Starred values were filed as active, the others as inactive; ? = inconclusive; . = not tested or not shown; [ ] = dose if it differs, or a comment. Unless noted, calls come from the whole dose curve; as a rule, active = well fitted curve in the direction sought with a large enough effect; inconclusive = small, poorly fitted or top-dose-only effect, or another doubt; inactive = no such curve, though single readings can be large; an effect the other way counts as inactive or inconclusive.

SMILES	MCF10A rereplic	HT1080-NT tox	IL1B secr inh	SW480 rerep	KB-3-1 cytotox	ATXN2 expr inh	HT1080 IDH1KD tx	WRN helicase inh	KB-V1 MDR tox
CC(C)CCOc1ccc(C(CC(N)=O)C(=O)O)cc1 (configuration not stated)	21%	18%	14	0%	5%	1%	15%	-1%	0%
Cn1c(CNc2nc(-c3ccccc3)cs2)nnc1SCC(=O)OC1CCCCC1	-3%	6%	-12	6%	-2%	5%	3%	-18%	-5%
COc1ccc(-c2nn(-c3ccccc3)cc2CNCCN2CCOC2=O)c(F)c1	-10%	-1%	-18	7%	?	7%	-16%	-3%	-10%
Cc1ccc(NC(=O)C(=O)NCC2CCCO2)cc1 (configuration not stated)	.	0%	-17	.	0%	.	-2%	3%	-15%
COc1cc(CNCc2ccccn2)ccc1OCC(=O)NC1CCCCC1	0%	8%	14	-67%[inhibitor]	-5%	7%	-9%	-6%	21µM*
O=C(N1CCOCC1)N1CCOCC1	1%	-6%	-15	-19%	-13%	2%	-3%	10%	-8%
COc1ccc2[nH]c(C)c(CCNC(=S)Nc3ccccc3C)c2c1	?	-3%	-10	?	-13%	?	-2%	-3%	-10%
CCOC(=O)CSc1nnc(CNC(=O)c2ccc(OC)c(OC)c2)n1C	-5%	11%	-8	2%	0%	3%	10%	6%	-7%
CCC(=O)Nc1c2c(nn1-c1ccc(C)cc1)CS(=O)(=O)C2	-9%	5%	18	?	0%	.	0%	1%	-3%
Cc1ccc([N+](=O)[O-])cc1S(=O)(=O)NCCc1c(C)[nH]c2c(C)cccc12	13%	2%	14	-5%	1%	-26%	-10%	-34%[57.1 µM]	-2%
CCOC(=O)c1c(NC(=O)C2Cc3ccccc3C(=O)O2)sc2c1CCCC2 (configuration not stated)	21%	14%	33	-8%	13%	14%	8%	-15%	-17%
CC(=O)C[C@@H](O)CC(=O)[C@H]1OC(=O)CCCCCCCCc2ccccc21	2%	-5%	-18	-5%	0%	-3%	-1%	14%	-1%
Cn1nnnc1SCc1ccc([N+](=O)[O-])cc1	9%	9%	4	-2%	5%	-7%	15%	5%	-10%
CC(C)(C)OC(=O)N1CCC(c2c(C(=O)NCC3CCN(C4CCCC4)C3)cnn2-c2ccccc2Cl)CC1 (configuration not stated)	17%	-19%	-14	2%	-1%	.	2%	8%	25%
COC(=O)C1=CO[C@@H](O[C@@H]2O[C@H](CO)[C@@H](O)[C@H](O)[C@H]2O)C2C1CC(O)O[C@H]2C (some centres not stated)	-9%	12%	12	-35%[inhibitor]	0%	0%	7%	-1%	-2%
Cc1ccccc1CSCC(=O)NC1CCCC1	-1%	16%	-10	-7%	-2%	36%	23%	1%	5%
O=C(COC(=O)c1ccccc1C(=O)OCC(=O)NCCc1c[nH]c2ccccc12)NCCc1c[nH]c2ccccc12	?	?	-20	14%	-8%	?	-23%	-5%	6%
O=C(NCc1cccc(F)c1)C1CCC(=O)N(C2CC2)C1 (configuration not stated)	2%	9%	3	-5%	13%	9%	-3%	0%	?
Cc1[nH]c2ccccc2c1C(=O)c1cc([C@H](NC(=O)OC(C)(C)C)C(C)C)sc1N	.	?	-7	.	-7%	.	?	-14%	?
CCOc1ccccc1Nc1nc(N)nc(CN(C)C2CCCCC2)n1	6%	-3%	-22	3%[9.22 µM]	-1%	-9%	3%	1%	-13%
Cc1ccc(NC(=O)CCc2c(C)nn(-c3ccc(N4CCCCC4)nn3)c2C)cc1	9%	-8%	-2	?	-4%	20%	-17%	-5%	-15%
Cn1c(CCC(N)=O)nnc1SCC(=O)Nc1ccccc1C(=O)NC1CC1	18%	6%	-1	-2%	4%	-1%	-1%	1%	0%
CC(C)(CNC(=O)c1cc2ccccc2o1)N1CCOCC1	-7%	8%	7	-2%	6%	2%	5%	9%	-13%
CC(C)NC(=O)C1(C)CN(S(C)(=O)=O)CC(=O)N1C1CC1 (configuration not stated)	.	13%	10	.	-5%	.	11%	6%	0%
O=C(Nc1ccc2nc3n(c(=O)c2c1)CCCCC3)c1ccccn1	0%	2%	-10	1%	-15%	-16%	2%	-5%	-15%
Cc1ccc(S(=O)(=O)NCCC(=O)N(C)Cc2cccs2)cc1	8%	-2%	0	5%	25%	-3%	-1%	6%	-10%
O=C(CCc1ccccc1)NNC(=O)Nc1ccccc1	-1%	9%	2	2%	-2%	-6%	8%	-3%	20%
CC(C)Oc1ccc(C(=O)NC(=S)Nc2ccc(Cl)c(C(=O)O)c2)cc1	0%	1%	0	-3%	3%	44%[activator]	8%	1%	28%
C=C(C(=O)O)C(CCCCCC)C(=O)O (configuration not stated)	-2%	2%	2	3%	0%	8%	3%	-2%	9%
Cc1ccc(NC(C)C(=O)N/N=C/c2c[nH]c3ccccc23)cc1 (configuration not stated)	6%	-2%	-4	-7%	7%	-22%[11.3 µM]	-6%	-18%[57.1 µM]	-3%
O=C(CN(C(=O)CCC(=O)Nc1nccs1)c1ccccc1F)NCc1ccc(F)cc1	3%	5%	10	-2%	-1%	-10%	0%	4%	3%
CCOC(=O)N1CCN(C(=O)C[C@@H]2C[C@@]3(C(=O)OCC)CCCC=C3N(Cc3ccc(Cl)cc3Cl)C2=O)CC1	.	-22%	-28	.	4%	-22%	-24%	-7%	?
O=C(c1ccc(C(=O)N2CCN(c3ccccc3F)CC2)nc1)N1CCN(c2ccccc2F)CC1	16%	11%	-1	-3%	-9%	2%	10%	4%	0%
Cc1ccc(C(=O)Oc2cccnc2)cc1[N+](=O)[O-]	18%	-13%	0	0%	?	.	-1%	6%	-12%
O=C(CS(=O)(=O)Cc1ccccc1)NCc1ccc2c(c1)OCO2	1%	5%	-22	0%	10%	6%	4%	-1%	-1%
CCOc1cc(N2CCOCC2)c(OCC)cc1NC(=O)COc1cccc(Cl)c1	1%	0%	6	-1%	1%	-8%	-3%	6%	-16%
O=C(c1ccc(S(=O)(=O)Nc2cccc(C(F)(F)F)c2)cc1)N1CCC1	9%	-2%	10	-7%	-2%	3%	3%	-11%	-10%
CCOc1ccc(NC(=O)CSc2nnc(C)n2Cc2ccccc2)cc1	10%	14%	-4	0%	2%	6%	15%	4%	-1%
CCOC(=O)Cn1c(=O)n(Cc2ccc(OC)cc2)c(=O)c2cccnc21	6%	2%	19	3%	4%	-22%	6%	9%	13%
Cc1cccc(C(=O)O[C@@H]2[C@H](Cc3ccccc3)NS(=O)(=O)[C@H]3C[C@@H]4C=C[C@]23O4)c1	6%	16%	-16	-6%	?	4%	9%	-1%	-23%
O=C(c1ccccc1)N1CCN(S(=O)(=O)N2CCCCC2)CC1	1%	10%	-16	-4%	-1%	-1%	11%	1%	1%
Cn1c(=O)c2sccc2n(Cc2ccccc2)c1=O	?	-9%	27	-1%	-3%	-1%	1%	0%	?
C/C(=N\NS(=O)(=O)c1ccc(C)cc1)c1ccc(Br)s1	1%	7%[9.24 µM]	-6	-1%	1%	-8%	?	-3%	6%
Cc1nn(C)c(N)c1C(O)(c1nccn1C)C(F)(F)F (configuration not stated)	4%	19%	10	-3%	-1%	-10%	16%	1%	?
C=CCNC(=O)CSc1nnc(-c2ccncc2)n1CCc1ccccc1	17%	-1%	22	5%	-5%	6%	-1%	-6%	-2%
CC1CCN(c2[nH]c(=S)c(C#N)c3c2CCCC3)CC1	-5%	8%	7	-1%	0%	-5%	10%	0%	-23%
CCCCN(CC)CCNC(=O)CCC(=O)Nc1ccc2nc(N3CCN(C)CC3)cc(C)c2c1	?	-12%	?	25%	-1%	-20%	-11%	4%	-1%
CC[C@@H](C)[C@@H]1CN([C@@H](CN2CCC[C@H]2CN2C(N)=NC[C@H]2C(C)C)C(C)C)C(=N)N1CCCC1CCCC1	9%	6%	.	-14%	0%	3%	0%	-11%	0%
Cc1ccc(Cn2nnc3c(=O)[nH]c(C4CCCN(S(=O)(=O)c5ccccc5F)C4)nc32)cc1 (configuration not stated)	1%	2%	0	3%	-11%	-21%	-7%	3%	-12%
Cc1noc(C)c1-c1ccc(C(=O)N2CCN(C)CC2)c2occc12	.	10%	39	.	-1%	6%	17%	7%	8%
CC1(c2nnc(-c3ccccc3)o2)CC(c2ccccc2)=NO1 (configuration not stated)	5%	26%	10	-17%	0%	16%	1%	-4%	-6%
CN(C)C(CNC(=O)c1cccc(S(=O)(=O)N2CCc3ccccc3C2)c1)c1ccccc1 (configuration not stated)	.	-29%	-17	.	-8%	.	?	5%	6%
Cc1cccc(OCC(=O)N2CCCc3ccccc32)c1	7%	12%	-17	4%	-1%	-6%	11%	-2%	0%
O=C(COc1ccccc1F)N1CCCc2ccccc21	?	10%	18	-3%	19%	32%[activator]	26%	0%	-15%
CC(C)(C)C(=O)C(Oc1cccc2nonc12)n1cncn1 (configuration not stated)	-15%	0%	-2	2%	1%	-8%	8%	-1%	-16%
O=C(Nc1cccc2c1CCCC2)c1cc([N+](=O)[O-])ccc1Cl	?	16µM*	?	-3%[9.22 µM]	23µM*	25µM*	21µM*	3%	?

Reformatted with values under each structure: entries from further up
Values in the order: MCF10A rereplic	HT1080-NT tox	IL1B secr inh	SW480 rerep	KB-3-1 cytotox	ATXN2 expr inh	HT1080 IDH1KD tx	WRN helicase inh	KB-V1 MDR tox
CCOC(=O)Cn1c(=O)n(Cc2ccc(OC)cc2)c(=O)c2cccnc21
  6%	2%	19	3%	4%	-22%	6%	9%	13%
Cc1cccc(C(=O)O[C@@H]2[C@H](Cc3ccccc3)NS(=O)(=O)[C@H]3C[C@@H]4C=C[C@]23O4)c1
  6%	16%	-16	-6%	?	4%	9%	-1%	-23%
